pPAFAH inh = inhibitors of human plasma PAF acetylhydrolase (pPAFAH). recombinant pPAFAH, FP-rhodamine probe fluorescence polarization. Q13093. 1.5% of 330,000 active. inhibition, % at 3.39 µM;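 active means inhibition above the mean inhibition across the screen plus 3 SD, cut at about 25% in these data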;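 further: inhibitors block binding of the rhodamine activity-based probe so polarization drops; 0% = enzyme with DMSO and 100% = wells lacking pPAFAH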
PME-1 inh = PME-1 (human) inhibition; AID 2130; recombinant PME-1, FP-Rh probe fluorescence polarization; Q9Y570; inhibition, % at 5.9 µM; 0.53% of 320,000 active;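 active means inhibition above the campaign mean of all compounds plus 3 SD, cut at about 26% in these data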;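 further: competitive labeling of PME-1 active site by serine hydrolase directed probe; 0% = PME-1 with DMSO and 100% = wells lacking PME-1 enzyme; inhibitors block probe labeling so polarization falls and inhibition rises; many of its hits are not listed in these tables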
Target sequence (Q9Y570 whole entry, looked up): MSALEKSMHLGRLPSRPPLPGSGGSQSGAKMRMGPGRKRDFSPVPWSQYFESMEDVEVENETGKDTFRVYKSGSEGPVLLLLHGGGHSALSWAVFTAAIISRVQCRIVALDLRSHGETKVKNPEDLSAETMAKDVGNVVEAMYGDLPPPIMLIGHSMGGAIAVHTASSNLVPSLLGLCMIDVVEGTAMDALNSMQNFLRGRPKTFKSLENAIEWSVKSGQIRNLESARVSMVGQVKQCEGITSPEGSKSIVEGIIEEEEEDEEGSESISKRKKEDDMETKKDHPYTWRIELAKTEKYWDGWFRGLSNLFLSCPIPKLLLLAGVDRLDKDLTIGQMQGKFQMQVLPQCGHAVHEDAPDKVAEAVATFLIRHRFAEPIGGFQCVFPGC
PAD4 inh = blocks human protein arginine deiminase 4. recombinant PAD4, RCA probe fluorescence polarization. inhibition, % at 6.36 µM. 0.41% of 330,000 active;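 active means percent inhibition above a cutoff equal to the mean of all tested compounds plus 3 SD, cut at about 15% in these data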;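 further: 0% = PAD4 with RCA probe and DMSO and 100% = probe without PAD4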
PAFAH2 FP inh = inhibitors of human PAFAH2. Q99487. recombinant PAFAH2, FP-rhodamine activity probe, fluorescence polarization. inhibition, % at 3.39 µM. 0.99% of 340,000 active. AID 492956;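 active means inhibition above the mean over all tested compounds plus 3 SD, cut at about 30% in these data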;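 further: inhibitors block probe labeling of enzyme so polarization drops; 0% = enzyme with DMSO and 100% = wells lacking PAFAH2 protein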
Fam108B inh = blocks mouse Fam108B hydrolase in RBBP9 counter-screen; 0.33% of 300,000 active; inhibition, % at 9.51 µM; recombinant Fam108B, FP-Rh probe fluorescence polarization;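 active means inhibition above the screen mean inhibition plus 3 SD, computed separately per campaign, cut at about 18% in these data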;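 further: inhibitors lower polarization as less probe binds the enzyme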
GSTO1 inh = GSTO1 inhibition, counter-screen for RBBP9 inhibitors; P78417; recombinant GSTO1, activity-based probe fluorescence polarization; inhibition, % at 5.96 µM; 1.1% of 300,000 active; AID 1974;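 active means inhibition above the campaign mean inhibition plus 3 SD, cut at about 35% in these data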;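 further: 0% = GSTO1-1 with DMSO and 100% = wells lacking GSTO1-1 enzyme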
Target sequence (P78417 whole entry, looked up): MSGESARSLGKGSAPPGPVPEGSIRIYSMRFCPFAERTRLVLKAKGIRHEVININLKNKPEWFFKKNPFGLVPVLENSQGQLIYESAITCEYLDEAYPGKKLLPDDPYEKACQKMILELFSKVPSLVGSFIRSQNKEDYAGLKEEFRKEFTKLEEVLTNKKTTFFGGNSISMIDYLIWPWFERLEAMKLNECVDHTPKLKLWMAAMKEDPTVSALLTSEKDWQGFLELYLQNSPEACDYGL
LYPLA1 inh = counter-screen for PME1 inhibitors: inhibitors of human LYPLA1; O75608; recombinant LYPLA1, FP-Rh probe fluorescence polarization; inhibition, % at 5.9 µM; 0.16% of 320,000 active;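 active means inhibition above the mean of all tested compounds plus 3 SD, set per campaign, cut at about 14% in these data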;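 further: inhibitors block serine hydrolase probe labeling of LYPLA1 so polarization falls; 0% = enzyme with DMSO and 100% = wells lacking LYPLA1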
PAFAH1B3 inh = inhibitors of human PAFAH1B3; recombinant PAFAH1B3, FP-rhodamine probe, fluorescence polarization; AID 492972; 0.28% of 340,000 active; inhibition, % at 3.39 µM;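 active means inhibition above the screen-wide average of all tested compounds plus 3 SD, cut at about 25% in these data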;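 further: 0% = enzyme with DMSO only and 100% = wells lacking PAFAH1B3 protein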
PAFAH1B2 FP inh = blocks human PAF acetylhydrolase 1b catalytic subunit 2 | recombinant PAFAH1B2, FP-rhodamine activity probe, fluorescence polarization | inhibition, % at 3.39 µM | 1.2% of 340,000 active;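 active means inhibition above the mean of all tested compounds plus 3 SD, cut at about 24% in these data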;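 further: 0% = enzyme with DMSO and 100% = wells lacking PAFAH1B2; many of its hits are not listed in these tables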
Target sequence (P68402 whole entry, looked up): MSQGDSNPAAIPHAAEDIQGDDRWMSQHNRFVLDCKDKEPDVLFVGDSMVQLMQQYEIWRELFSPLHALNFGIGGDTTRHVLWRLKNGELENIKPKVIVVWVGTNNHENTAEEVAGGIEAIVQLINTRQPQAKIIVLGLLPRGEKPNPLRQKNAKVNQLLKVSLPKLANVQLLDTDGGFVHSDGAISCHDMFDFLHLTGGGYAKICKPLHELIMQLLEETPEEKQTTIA
* = called active by the depositor; . = not tested or not shown. These rows are one share of the data; rates above refer to the full screens.

Molecule	pPAFAH inh	PME-1 inh	PAD4 inh	PAFAH2 FP inh	Fam108B inh	GSTO1 inh	LYPLA1 inh	PAFAH1B3 inh	PAFAH1B2 FP inh
O=C(/C=C/c1ccccc1)N/C(=C/c1ccccc1)C(=O)NCCO	-1	6	-4	0	3	-1	4	-13	-3
CSc1nc2ccc(NC(=O)c3ccc(=O)[nH]c3)cc2s1	-2	-2	-2	-6	2	-4	-4	-6	1
COc1ccc(C(=O)C2CC2c2ccc3c(c2)OCO3)cc1 (centres undefined)	4	-1	4	2	2	-6	0	4	1
CCC(C)[C@H]1COCCS(=O)(=O)N1Cc1ccccc1 (some centres undefined)	5	-2	6	-5	1	1	3	-4	10
CC(C)COC(=O)c1ccc(NC(=O)C2C3C=CC(C3)C2C(=O)O)cc1 (centres undefined)	8	-5	1	-4	5	-1	4	5	7
Cn1c(=O)c2c(ncn2CC(=O)N/N=C/C(Cl)=C/c2ccccc2)n(C)c1=O	5	3	-1	-4	0	-1	8	-4	-3
CC(c1ccco1)N(C(=O)c1ccc(C#N)cc1)c1ccccn1 (centres undefined)	-8	-3	3	-7	0	2	0	4	1
N#Cc1c(N)nc2c(c1-c1ccc3c(c1)OCO3)CCCCCC2	8	-1	-2	-4	-1	-4	2	0	-4
CCCC(=O)Nc1sc(-c2ccccc2)c(-c2ccccc2)c1C(=O)O	6	6	3	5	2	-25	0	-1	42*
CC1=CS(=O)(=O)CC1Sc1nc2ccccc2[nH]1 (centres undefined)	4	2	-1	0	8	-7	4	7	6
Cc1ccc(S(=O)(=O)N(C)C)cc1-n1c(SCC(=O)Nc2ccc(F)cc2)nc2ccccc2c1=O	-5	-10	0	-9	-14	3	-24	-3	5
O=S(=O)(N/N=C1/CCCc2ccccc21)c1ccc(Br)cc1	5	1	8	-7	1	8	-2	2	13
CCOC(=O)Cn1c(=NC(=O)c2nc3ccccc3s2)sc2cc(S(N)(=O)=O)ccc21	2	-15	6	-2	-4	-6	-6	-7	-4
O=C(NCC1CCS(=O)(=O)C1)Oc1ccccc1 (centres undefined)	3	6	0	2	2	-2	0	2	2
O=c1c2ccccc2nnn1Cc1ccc(Br)cc1	1	-2	2	4	2	5	0	9	10
CCc1ccccc1NC(=O)c1cc(-c2ccc(F)cc2)on1	6	5	-2	-3	0	5	-1	-2	7
CN(CCc1ccccc1)C1CCCN(S(=O)(=O)N(C)C)C1 (centres undefined)	1	0	-7	-4	2	3	6	2	4
O=C(Oc1ccc(-c2ccccc2)cc1)C1C2CCCCC21 (centres undefined)	5	-1	5	-3	4	1	5	3	7
O=S1CCCSC1c1cccnc1 (centres undefined)	-2	1	-3	-4	5	5	-4	4	6
CCOC(=O)c1ccc(Oc2ccc(C(F)(F)F)cn2)cc1	2	2	-3	4	1	0	3	7	2
N#C/C(=C\c1ccc([N+](=O)[O-])cc1)c1ccccn1	1	5	5	1	-1	6	0	6	7
Cn1c(CCC(=O)Nc2ccccc2F)nnc1SCC(=O)Nc1ccccc1Cl	4	-1	-1	-3	-3	13	1	9	3
Cc1cccc(NC(=O)CSc2nnnn2-c2cccnc2)c1	-10	-6	0	3	-6	4	0	5	2
Cc1ccc(-n2c(C)cc(C(=O)CN3CCOCC3)c2C)cc1C	13	2	-2	-1	1	7	-1	4	5
COc1ccc(-c2cc(C(F)F)n3ncc(C(=O)Nc4cc(C)on4)c3n2)cc1	1	-3	5	9	-1	4	0	4	6
CC(C)(C)N/N=C1\CC(c2ccccc2)Oc2ccccc21 (centres undefined)	2	-1	-4	0	2	1	-3	2	1
O=C(OCC(=O)c1c[nH]c2ccccc12)c1cccc([N+](=O)[O-])c1	1	6	-1	2	.	.	-7	5	1
CCOc1ccc(/C(CCC(=O)O)=N/NC(=S)NCCc2ccccc2)cc1	22	-1	3	5	3	6	3	0	1
O=C(NCc1ccccn1)c1ccccc1OCc1ccc(F)cc1	9	-5	5	-2	0	-6	-2	8	7
CCCCN(C(=O)NC(=O)Nc1cccc(C)c1C)S(C)(=O)=O	2	-3	-1	1	2	3	-2	0	4
Cc1ccc(C(C(=O)NC2CCCCC2)N2CCN(C(=O)c3ccco3)CC2)cc1 (centres undefined)	6	-1	1	0	3	5	2	17	3
O=C1NC2(Nc3ccccc31)C(=O)Nc1ccccc12 (centres undefined)	2	6	-6	12	3	0	-2	11	3
C=CCn1c(=O)c2ccccc2n2c(SCc3csc(-c4ccccc4)n3)nnc12	4	3	3	2	1	2	-2	2	0
O=C(COc1ccc2ccc(=O)oc2c1)Nc1ccc(CCO)cc1	2	-4	-4	4	1	0	2	12	3
Cc1ccc(C)c(C(=O)COC(=O)c2cc(Cl)nc3ccccc23)c1	-3	-4	7	-5	-1	5	-6	-5	0
N#Cc1sc2nc(N3CCCCC3)c3c(c2c1N)CCCC3	7	12	-2	4	1	16	0	9	6
COCCN1Cc2cccc(C(=O)Nc3cc(OC)ccc3OC)c2C1=O	4	2	-1	-12	1	-3	3	4	10
Cc1ccc(S(=O)(=O)N2CCN(C(=S)NCCc3ccccc3)CC2)cc1	0	9	-1	2	-1	-4	2	10	45*
CS(=O)(=O)N(Cc1ccccc1)c1ccc(C(=O)Nc2cccnc2)cc1	-2	2	1	4	3	3	-1	4	3
CCOC(=O)C1=C2NC(=O)c3ccccc3N2C(=O)C1	6	-1	-2	8	0	1	0	-1	7
Cc1cccc(N2CCN(C(=O)Cc3ccc(Br)cc3)CC2)c1C	2	1	-2	-10	1	-1	-2	5	2
Cc1cc(C)c(C#N)c(SCC(=O)Nc2ccc(S(=O)(=O)Nc3ncccn3)cc2)n1	0	-1	-3	0	6	-8	-5	3	-2
CC1CCCC(NC(=O)COC(=O)c2ccccc2Sc2ccccc2C#N)C1C (centres undefined)	2	5	-5	27	-2	0	4	1	1
COc1ccc(/C=C2\SC(=S)N(CCC(=O)NC3C=CS(=O)(=O)C3)C2=O)cc1 (centres undefined)	3	-7	-1	-1	2	9	-3	-2	-5
COc1cc(C2NC(=O)C(C#N)=C(S)N2c2ccccc2)ccc1OC(C)C (centres undefined)	-1	7	4	8	2	-9	0	2	6
O=C(CCN1C(=O)[C@@H]2Cc3ccccc3CN2C1=O)Nc1cccc(F)c1	5	-1	-3	5	0	-1	-3	-1	5
O=C(CSc1nnc2ccc(-c3cccnc3)nn12)Nc1ccccc1F	4	2	2	9	-4	0	-1	4	1
O=C(CCS(=O)(=O)c1ccccc1Cl)NC1CCCCCC1	2	.	-1	7	.	.	.	17	3
CCn1cc([N+](=O)[O-])nc1C	-7	-7	-9	0	0	0	-1	2	-1
CC1CCN(c2ccc(C(=O)NCc3ccco3)cc2[N+](=O)[O-])CC1	5	2	-1	-3	10	-2	1	7	6

Next part.
Molecule	pPAFAH inh	PME-1 inh	PAD4 inh	PAFAH2 FP inh	Fam108B inh	GSTO1 inh	LYPLA1 inh	PAFAH1B3 inh	PAFAH1B2 FP inh
CN(C)c1nc(OCCOC(=O)COc2ccc(Cl)cc2Cl)nc(N(C)C)n1	6	-4	-6	3	2	8	-2	7	4
O=C(/C=C/c1ccccc1)/C=C/c1ccccc1	-4	-9	2	10	-3	-7	-3	0	4
CC1(C)CC(=O)c2cnc(NC3CC3)nc2C1	2	-1	1	-4	4	2	1	-1	2
O=C(c1cc2cc(Cl)ccc2oc1=O)N1CCCCCCC1	-1	-1	-1	0	-4	-1	2	-1	-1
Cc1cc(CN(C)Cc2ccc(OCC(O)CN(C)Cc3ccccc3)cc2)on1 (centres undefined)	0	-7	3	7	0	8	-8	-7	3
O=C(NCC(c1ccco1)N1CCN(c2ccccc2)CC1)OCc1ccccc1 (centres undefined)	5	4	0	-4	1	2	-1	7	2
CC(C)CCNC(=O)C(c1ccco1)N(CC1CCCO1)C(=O)Cn1nnc2ccccc21 (centres undefined)	-2	3	0	1	-4	-1	-1	8	6
CCc1c(C)c(C#N)c2[nH]c3ccccc3n2c1=S	6	6	3	12	5	-15	-2	20	23
C#CCOCCOCCOCCNc1nc(N2CCN(C(=O)Cn3cc(CCCN=C(N)N)nn3)CC2)nc(N2CCN(C(=O)[C@H]([C@@H](C)CC)n3cc(CCC(=O)O)nn3)CC2)n1	-1	0	-1	0	-4	4	-2	7	6
CCOC(=O)CSC1=NC(=O)/C(=C\c2ccc(Cl)cc2)S1	-2	0	-4	4	0	22	-1	3	3
COCCNC(C(=O)Nc1cc(Cl)cc(Cl)c1)c1ccccc1 (centres undefined)	3	-3	3	-3	1	-2	0	6	5
Cc1cccc(C(=O)N(CC(=O)Nc2sc(C)c(C)c2C(N)=O)C2CCCC2)c1	2	0	-5	12	0	9	5	3	2
COc1ccc(OC)c(NC(=O)C(=O)N/N=C(\C)CC(=O)Nc2ccc(Cl)cn2)c1	1	-3	2	0	0	-8	-1	5	6
CCOc1ccc(Cn2ccnc2CCl)cc1[N+](=O)[O-]	6	-8	0	4	0	7	-2	6	6
CCc1noc(C)c1C(=O)NNC(=O)COc1ccccc1C	-3	-6	1	6	.	.	4	2	9
COc1cc2ccc(=O)oc2c(CC=C(C)C)c1OC	-2	0	0	6	1	-4	-1	3	-3
CCNC(=S)Nc1cccc(NC(=O)c2ccccc2O)c1	2	-2	3	3	-2	-1	3	-1	-2
CC(C)Oc1cccc(C(=O)NC(=S)Nc2ccc(Cl)c(C(=O)O)c2)c1	10	2	-4	2	-1	5	0	4	13
CC1=C(C(=O)OCC2CCCO2)C(c2ccccc2)C2=C(CCCC2=O)N1 (centres undefined)	0	-7	-5	6	-5	-4	0	2	5
Cc1cccc(COc2ncnc3nc[nH]c23)c1	3	5	-4	9	1	-4	3	7	-4
COc1ccc(C(=O)Nc2cccc(-c3nc4ncccc4o3)c2C)cc1OC	2	9	0	-3	-6	4	-1	0	-1
Cc1ccccc1NC(=O)CCN1CCCCCC1	3	4	-6	-17	0	8	-1	5	-5
O=C(CCCc1ccccc1)Nc1ccccc1[N+](=O)[O-]	2	-1	-5	1	2	5	-2	8	2
Cc1ccc(S(=O)(=O)NCCCCCC(=O)Nc2ccccc2C)cc1	3	6	-10	-7	0	6	4	-1	2
Cc1ccc(NC(=O)CCN2CCc3ccccc3C2)cc1	11	-4	3	-2	1	-1	-2	5	4
C/C(CC(=O)Nc1cc(C)ccn1)=N\NC(=O)c1ccncc1	-2	-5	0	7	5	12	-1	-3	-2
O=C(Nc1cccc2ccccc12)N1CCc2ccccc2C1	5	-3	-5	2	3	2	0	3	-1

Only GSTO1 inh, PAD4 inh and PAFAH1B3 inh, for three of the compounds above:
| canonical_smiles | GSTO1 inh | PAD4 inh | PAFAH1B3 inh |
| --- | --- | --- | --- |
| CN(C)c1nc(OCCOC(=O)COc2ccc(Cl)cc2Cl)nc(N(C)C)n1 | 8 | -6 | 7 |
| CCNC(=S)Nc1cccc(NC(=O)c2ccccc2O)c1 | -1 | 3 | -1 |
| Cc1ccc(S(=O)(=O)NCCCCCC(=O)Nc2ccccc2C)cc1 | 6 | -10 | -1 |

Assay outcomes: PubChem BioAssay, The Scripps Research Institute Molecular Screening Center
